Compound activity (PubChem BioAssay)
SR-BI HDL uptake: inhibitors of SR-BI mediated HDL lipid uptake, primary screen, ldlA[mSR-BI] cells, fluorescence, single point. Scavenger receptor class B member 1 (Mus musculus), Q61009. ldlA[mSR-BI] CHO cells, DiI-HDL uptake fluorescence, 3 h. inhibition, % at 12.5 µM. 0.96% of 320,000 active;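 active = mean replicate inhibition of at least 70% and a set share of replicates each scoring 70 or more; inconclusive = meets just one of the two criteria; inactive = fails both criteria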;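 note: 0% = median of neutral control wells and 100% = median of positive control wells; values of inactives mirror those of a sister screen read the other way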
MITF act: activators of MITF-driven TRPM1 promoter reporter, primary screen, cell-based, SK-MEL-5, luciferase, single point. 0.75% of 300,000 active. AID 588334, 2011. SK-MEL-5 TRPM1-promoter luciferase, 24 h; % of positive control, neutral wells = 0. activation, % at 12.5 µM;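 active = mean activation of at least 80% with every replicate also reaching 80%; inconclusive = mean reaches 80% but some replicate falls short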;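 note: 0% = neutral control wells and 100% = parthenolide positive control wells; values of inactives mirror those of a sister screen read the other way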
CDK5 inh: inhibitors of human CDK5/p35 kinase, primary screen, biochemical, single concentration; Cyclin-dependent kinase 5 (Homo sapiens) + Cyclin-dependent kinase 5 activator 1 (Homo …; Recombinant CDK5/p35, ADP-Glo luminescence, 60 min; inhibition, % at 10 µM; 0.01% of 330,000 active;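 active = highest replicate inhibition of at least 50% and at least 75% of replicates reaching 50%; inconclusive = only one of the two criteria met; inactive = both criteria failed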;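 note: plate controls were DMSO neutral control for no effect and GW8510 at 10 µM for full effect; many of its hits are not listed in these tables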
dFosB activator: activators of delta FosB homodimer, primary screen, biochemical, fluorescence polarization, TAMRA-CDK5 oligo, single point; AID 493131, 2011; activation, % at 25 µM; purified delta FosB; percent of positive-control signal above neutral wells; Protein FosB (Mus musculus), P13346; 0.99% of 340,000 active;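 active = mean activation above about 17%, with every replicate also reaching it, limit read from the data, passing the limit was not always enough; inconclusive = only one of the two conditions met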;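 note: fluorescence polarization rise as delta FosB binds a TAMRA Cdk5 AP-1 oligo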
Target sequence (P13346 whole entry, looked up): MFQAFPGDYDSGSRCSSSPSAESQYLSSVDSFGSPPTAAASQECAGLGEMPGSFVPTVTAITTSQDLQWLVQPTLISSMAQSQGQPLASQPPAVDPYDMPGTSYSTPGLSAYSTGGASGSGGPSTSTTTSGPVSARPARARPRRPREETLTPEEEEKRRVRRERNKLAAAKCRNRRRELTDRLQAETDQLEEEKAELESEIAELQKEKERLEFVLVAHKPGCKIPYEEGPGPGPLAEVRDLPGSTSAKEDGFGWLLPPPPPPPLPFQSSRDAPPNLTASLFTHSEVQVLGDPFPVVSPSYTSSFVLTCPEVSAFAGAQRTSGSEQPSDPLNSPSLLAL
SR-BI DiI-HDL act: activators of SR-BI mediated DiI-HDL uptake, primary screen, ldlA[mSR-BI] CHO cells, DiI fluorescence | 3 h; 100 = double the neutral-control signal | activation, % at 12.5 µM | 0.096% of 320,000 active | AID 504775, 2011;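 active = mean replicate activation of at least 60% and every replicate at or above 60%; inconclusive = mean or all-replicate condition met, but not both; inactive = mean below 60% and not all replicates reaching 60%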;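 note: 0% = median plate neutral-control signal and 100% = twice that signal; values of inactives mirror those of a sister screen read the other way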
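Material: SR-BI-overexpressing, LDLR-lacking CHO cells | Dosing: Single compound concentration, delivered by pin transfer | Probe or stimulus: Labelled HDL, 10 µg/mL | Signal: Bottom-read cell fluorescence after medium removal, ex 550/em 595 nm | Schedule: 3 h, 37 °C | Evaluation: HDL uptake via cellular fluorescence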
SUMO Mot1 rescue: yeast Mot1-301 growth rescue at high temperature, primary screen, SUMOylation pathway inhibitor project, S. cerevisiae, ATP luminescence, 38.5C; S. cerevisiae Mot1-301 growth rescue; percent above DMSO median, 100 means doubled; 1% of 320,000 active; growth rescue, % at 18.8 µM;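 active = every valid replicate shows activation above 250% relative to neutral control wells; inactive = the rest, any valid replicate at or below 250%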;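 note: OY570 slx delta 5 strain wells were the positive control but not used for scaling; some compounds called inactive have numbers as strong as hits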
PKA-R1A act: activators of PKA-R1A holoenzyme, primary screen, biochemical, fluorescence polarization, Cy5-IP20, bovine R1A, mouse PKAc | cAMP-dependent protein kinase type I-alpha regulatory subunit (Bos taurus) + … | PKA-R1A dissociation; scaled: DMSO 0%, 113 µM cGMP 100% | activation, % at 11.4 µM | 0.083% of 340,000 active | AID 504707, 2011;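 active = percent activation above the mean of all tested compounds plus 3 SD, cut at about 19% in these data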;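 note: higher means more PKAc released from R1A so a rise in polarization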
NSD2 HMT inh: NSD2 histone methyltransferase inhibitors, primary screen, biochemical, AlphaScreen, single concentration, set 2. 0.54% of 310,000 active. inhibition, % at 12.5 µM. NSD2 peptide methylation, 120 min; in the data active = inhibition above about 50%
PKA-R2B activ: activators of PKA-R2B holoenzyme, primary screen, biochemical, fluorescence polarization, Cy5-IP20, human | cAMP-dependent protein kinase catalytic subunit beta (Homo sapiens) + cAMP-dependent … | PKA-R2B holoenzyme dissociation; R2B truncated from residue 108, S112A mutant; 0% DMSO only, 100% 113 µM cGMP | activation, % at 11.4 µM | 0.079% of 340,000 active | AID 504700, 2011;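 active = activation above a cutoff set at the mean over all compounds plus 3 SD, cut at about 18% in these data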;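 note: higher means more holoenzyme dissociation and a rise in polarization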
Target sequence (P31323 whole entry, looked up, other chains not shown, the tested form may be a part): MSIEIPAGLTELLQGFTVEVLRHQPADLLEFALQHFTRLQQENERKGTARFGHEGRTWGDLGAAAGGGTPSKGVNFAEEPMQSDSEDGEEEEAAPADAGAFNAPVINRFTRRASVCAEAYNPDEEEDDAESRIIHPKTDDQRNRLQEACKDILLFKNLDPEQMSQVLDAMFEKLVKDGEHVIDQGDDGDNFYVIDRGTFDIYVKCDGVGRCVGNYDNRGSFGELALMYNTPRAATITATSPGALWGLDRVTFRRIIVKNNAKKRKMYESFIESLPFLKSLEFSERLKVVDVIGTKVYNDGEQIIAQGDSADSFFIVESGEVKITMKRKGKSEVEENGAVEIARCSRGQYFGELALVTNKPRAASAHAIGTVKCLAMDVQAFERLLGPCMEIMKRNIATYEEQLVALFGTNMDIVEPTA
Arr AP2 block: inhibitors of beta-arrestin/AP2 binding, primary screen, biochemical, GPCR trafficking, flow cytometry | beta-arrestin 1 C-terminal peptide binding to AP2 beta2-adaptin appendage (human) | FITC-arrestin peptide / GST-AP2 beads; AP2 beta2 appendage carries R879A mutation | inhibition, % at 10 µM | 0.31% of 340,000 active | AID 504490, 2011;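 active = inhibition above a set limit, near 3 SD of compounds lacking own fluorescence, cut at about 54% in these data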;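 note: plate controls were DMSO wells for no effect and 5 µM unlabelled arrestin peptide for full effect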
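System: GST-tagged AP2 beta2-adaptin appendage (R879A) on 4 µm glutathione beads / Reagent: FITC-arrestin peptide, 50 nM / Detection: HyperCyt-sampled flow cytometry, FL1 channel, ex 488/em 535 nm / Timing: 12 min plus 1 h, RT / Buffer or medium: PBS plus Tween 20 (0.05%) and BSA (0.1%)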
DSG3 Ab inh: inhibitors of pemphigus antibody binding to DSG3, primary screen, biochemical, bead-based, flow cytometry, scFv-GFP | AID 588358, 2011 | 0.48% of 310,000 active | Desmoglein-3 (Homo sapiens), P32926 | DSG3-coupled beads, scFv-anti-DSG3-GFP binding; hits give low values | binding (percent of control), % at 10 µM;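 active = binding more than 3 SD below its plate's average and above zero; inconclusive = below that plate limit but binding exactly zero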;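 note: hits lower antibody fragment binding to DSG3; some compounds called inactive have numbers as strong as hits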
* = called active by the depositor; ? = inconclusive; . = no result given; & = joins results of further samples.

SR-BI HDL uptake,MITF act,CDK5 inh,dFosB activator,SR-BI DiI-HDL act,SUMO Mot1 rescue,SMILES,PKA-R1A act,NSD2 HMT inh,PKA-R2B activ,Arr AP2 block,DSG3 Ab inh
-5,-2,1.4,0,5,10,Cc1c(Cl)ccc2sc(NC(=O)CN3C(=O)c4ccccc4C3=O)nc12,10,.,12,-2,92
-20,-5,0.3,-3,20,.,O=C(NCCCN1CCCC1=O)c1cccs1,-10,3,-2,3,103
0,72,-0.2,-11,0,0,NC(=O)C1CCN(C(=O)c2ccc(-c3ccccc3Cl)o2)CC1,-12,2,-5,-5,97
17,7,0.3,-2,-17,-21,CC(=O)Oc1cccc(N2C(=O)CC(Nc3ccc(N4CCOCC4)cc3)C2=O)c1 (centres undefined),0,3,-3,21,106
9,-7,0.4,-8,-9,-9,CCc1csc(CCNC(=O)C2CCC(=O)N(Cc3cccc(C(F)(F)F)c3)C2)n1 (centres undefined),6,-4,-1,-3,106
27,12,1.3,-11,-27,-5,O=C(Cn1nc(-c2ccccc2Cl)ccc1=O)Nc1ccccc1-c1ccccc1,-10,3,-10,4,116
?,25,-1.3,1,-73,209,Cc1ccc(C(=O)N/N=C/c2ccc(OC(=O)c3ccccc3Cl)cc2)cn1,10,-6,-4,25,.
0,10,3.2,1,0,-5,CC(=O)OC(C(=O)NCCc1ccccc1)c1cccnc1 (centres undefined),-4,-1,-9,9,77
10,4,1.2,-1,-10,-9,CCc1ccccc1NC(=O)c1cc([N+](=O)[O-])ccc1N1CCOCC1,3,-1,-11,22,103
27,9,0.2,-10,-27,-7,Cc1nc2ccc(NC(=O)c3ccc(S(=O)(=O)N(C)C)cc3)cc2s1,4,3,6,23,95
1,16,.,-2,-1,13,CCOc1ccc(C(=O)NCCCn2ccnc2)cc1,6,-6,12,3,.
-12,1,0.6,2,12,-14,CNC(=O)C(=O)N/N=C/c1ccccn1,5,-4,5,1,107
-14,12,-1.3,-2,14,4,Cc1ccc(/C=C/C(=O)NC(C)c2ccccc2)cc1 (centres undefined),-6,-4,-10,22,100
3,-5,-3.2,-3,-3,22,COc1cc2nc(C3CC3)n(NC(=O)c3ccc(F)cc3)c(=O)c2cc1OC,1,4,3,1,102
12,-13,-4.2,-10,-12,1,COc1ccc(CCN(C)C(=O)c2cc(S(=O)(=O)NCc3ccccc3)ccc2C)cc1OC,-1,2,6,3,107
67,.,0.4,1,-67,4,COc1ccccc1NC(=O)c1ccc2nc(N3C(=O)CCC3=O)sc2c1,-13,-3,0,0,101
9,1,0.0,-1,-9,-9,CC1CCN(C(=O)CCNS(=O)(=O)c2ccc3c(c2)oc(=O)n3C)CC1,-5,-1,-1,10,107
-6,-3,1.0,-1,.,-18,CCN(c1ccccc1)S(=O)(=O)c1ccc(C(=O)N2CCOCC2)cc1,-3,3,12,-9,106
.,4,-2.5,-4,.,-10,CCOc1cc(S(=O)(=O)Nc2ccc(Cl)cn2)ccc1F,-2,-2,-10,32,.
-14,16,-0.3,-2,14,-10,O=C(NCCOc1cccnc1)C1CCC(=O)N(Cc2ccccc2F)C1 (centres undefined),4,-3,-4,5,115
13,.,-0.3,1,-13,360,COC(=O)C1=C(C)OC(N)=C(C#N)C1c1ccc(OC)c(CSc2ccccn2)c1 (centres undefined),-3,13,2,23,97
42,.,0.3,-6,-42,18,COc1ccc(/C=N/Nc2nc(-c3ccc(C)cc3)c(C#N)c(=O)[nH]2)cc1,4,-2,-7,5,112
16,2,-0.6,3,-16,-6,Nc1cc(=O)[nH]n1C1CCN(c2ccccc2)CC1,-9,1,-6,12,98
-14,-22,-0.5,-6,14,.,COC(=O)Cn1cnc2c(Cl)nc(F)nc21,-5,.,2,-1,102
8,.,0.1,0,-8,14,COc1ccc(Cl)cc1C(=O)NCCN1CCOCC1,10,-2,4,31,109

SR-BI HDL uptake,MITF act,CDK5 inh,dFosB activator,SR-BI DiI-HDL act,SUMO Mot1 rescue,SMILES,PKA-R1A act,NSD2 HMT inh,PKA-R2B activ,Arr AP2 block,DSG3 Ab inh
-15,4,-1.6,-2,15,-14,CCOc1ccccc1C(C(=O)NCCOC)N(CCOC)C(=O)Cn1nnc2ccccc21 (centres undefined),-14,2,2,-5,94
-33,11,-2.3,5,33,133,C/C(=N/N=C(/N)SCc1ccccc1)C(C)(C)C,-6,-2,5,18,.
-30,12,0.6,1,30,11,O=S(=O)(c1ccc(NCCOCCO)nc1)N1CCCCC1,0,0,0,-6,.
-38,11,0.2,-5,38,-25,CC1CCc2c(sc(NC(=O)CSc3nnc(-c4ccccc4)o3)c2C#N)C1 (centres undefined),-4,2,-15,-5,104
-7,0,0.7,-1,7,-19,CCCCn1cc(C(C)(C)C)c(C#N)c1NC(C)=O,1,.,-3,2,112
-17,39,-1.9,-6,17,-6,O=C(c1cc2cc(Br)ccc2o1)N1CCOCC1,-9,0,-6,2,101
-16,.,-0.3,-4,16,-13,O=C1CC(c2nc3ccccc3[nH]2)CN1c1ccccc1 (centres undefined),-6,3,0,28,104
1,16,0.2,-2,-1,4,Cc1ccc(C(=O)CN(C(=O)c2ccc(Cl)cc2)N2C(=O)CCC2=O)cc1,4,2,-7,48,107
1,7,-5.4,-2,-1,782,COC(=O)c1[nH]c(C)c(/C(O)=C2\C(=O)C(=O)N(CCN(C)C)C2c2ccccc2OC)c1C (centres undefined),-1,-1,4,-3,111
4,7,-0.4,0,-4,-4,CC(=O)c1nccs1,-5,.,-3,-4,102
39,86*,-2.0,0,-39,-6,COC(=O)C(C)N1C(=O)S/C(=C/c2cc(C)n(C(C)C)c2C)C1=O (centres undefined),-4,9,-1,-5,.
1,-1,0.3,-7,-1,-3,COc1ccc(C(=O)OCC(=O)N2CCCCC2)cc1[N+](=O)[O-],-25,-2,-3,-9,100
-5,.,-9.4,3,5,18,COC(=O)C1CCN(C(c2cccs2)c2sc3nc(C)nn3c2O)CC1 (centres undefined),-2,.,-12,-8,112
4,3,-0.2,-6,-4,-2,CCOC(=O)C1CCCN(S(=O)(=O)c2ccc3c(c2)CC(C)N3C(=O)C2CC2)C1 (centres undefined),-7,-5,-11,-1,.
-31&-15,13,-2.1,3,31&15,123,O=C(Oc1ccccc1)Oc1ccc2c(c1)oc(=O)c1ccccc12,0,2,-1,-1,111
-32,6,-0.7,5,32,-24,O=C1CC(NS(=O)(=O)c2cc(F)ccc2F)CN1c1cccc(F)c1 (centres undefined),-3,0,-4,-2,94
2,-1,1.3,-5,-2,2,CCC(C)NC(=O)c1ccc(N2CC3CC(C2)c2cccc(=O)n2C3)c(NC(=O)c2ccc(Br)o2)c1 (centres undefined),-3,6,-4,-24,.
-21,4,0.1,2,21,-18,CC(CCc1ccccc1)NC(=O)C(Cc1ccccc1)NC(N)=O (centres undefined),-10,-1,1,14,.
-3,-1,1.5,-10,3,176,CCn1ncc(NC(=S)NCCc2ccc(OC)c(OC)c2)c1C(N)=O,-3,0,-11,-2,107
-28,3,-0.2,-2,28,-6,CN1C(=O)NC(c2ccc(C(F)(F)F)cc2)C2=C1CC(C)(C)CC2=O (centres undefined),-5,-2,-2,1,105
-13,12,5.2,-5,13,10,N/C(=N\OC(=O)c1cccc(Br)c1)c1ccccc1,-1,-3,-6,24,108
-26,-4,-1.2,-6,26,167,Cn1cc(Br)c(C(=O)NN2C(=O)C3C4C=CC(C5CC45)C3C2=O)n1 (centres undefined),-9,-2,-9,-14,101
24,-6,-0.7,-3,-24,201,Cc1ccc(N(CC(=O)NCCSc2nc3ccccc3s2)S(=O)(=O)c2ccccc2)c(C)c1,3,-2,-9,-17,106
